ANO1 block: blocks the mouse calcium-activated chloride channel TMEM16A; Q8BHY3; HEK293 TMEM16A/YFP iodide influx fluorescence, ionomycin; normalized B-score (activity score, 25-100; higher = stronger inhibition) at 10 µM; actives 1.2% (n = 310,000);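 active = ratio plate-corrected score three or more library SD toward inhibition, starting fluorescence score within five deviations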;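 note: score derived from kinetic fluorescence span divided by baseline fluorescence per well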
hERG rescue: compounds protecting human hERG from proarrhythmic drug block. activation (rescue from dofetilide block), less the hit threshold, % at 10 µM. AID 1511. Q12809. actives 0.51% (n = 310,000). CHO-hERG, FluxOR thallium flux, dofetilide IC70 present;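 active = activation above the mean of controls blocked by dofetilide plus 5 SD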;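 note: thallium influx through hERG after potassium depolarization seen as dye fluorescence rise; in these data hits start at about 4.7%; inactives centre near -7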
HDAC3 inh: inhibitors of human histone deacetylase 3. O15379. recombinant HDAC3, fluorogenic peptide/trypsin coupled, fluorescence. inhibition, % at 8.3 µM. actives 0.15% (n = 320,000). AID 2718; in the data active = inhibition above about 26%, passing the limit was not always enough; inconclusive = no clear call, values can overlap the other calls
Target sequence (O15379 whole entry, looked up): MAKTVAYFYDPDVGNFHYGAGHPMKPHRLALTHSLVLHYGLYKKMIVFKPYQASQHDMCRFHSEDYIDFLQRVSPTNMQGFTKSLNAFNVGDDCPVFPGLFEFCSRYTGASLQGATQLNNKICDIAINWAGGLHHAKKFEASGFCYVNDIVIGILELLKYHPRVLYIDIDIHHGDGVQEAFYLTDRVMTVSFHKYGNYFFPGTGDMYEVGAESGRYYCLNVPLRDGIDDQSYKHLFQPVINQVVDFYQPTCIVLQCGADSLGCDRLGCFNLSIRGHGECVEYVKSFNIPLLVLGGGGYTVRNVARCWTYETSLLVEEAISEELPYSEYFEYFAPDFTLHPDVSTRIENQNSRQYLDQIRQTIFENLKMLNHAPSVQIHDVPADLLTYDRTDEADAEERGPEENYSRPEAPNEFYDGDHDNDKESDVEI
TRPC4 potent: TRPC4 (mouse) allosteric potentiation. Q9QUQ5. HEK293 TRPC4beta/mu-opioid, DAMGO EC20, Fluo-4 Ca2+ flux; hits give high values. B-score at 10 µM. actives 0.42% (n = 310,000);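 active = B-score of calcium response area above 5 SD of library B-scores, with initial fluorescence ratio within 5 SD of library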;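 note: B-score of integrated fluorescence ratio over time as area under calcium response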
DYRK1A inh: blocks rat Dyrk1A kinase activity. Q63470. inhibition, % at 12.5 µM. actives 0.43% (n = 310,000). ADP-Glo luminescence, NFATc1 peptide; in the data active = inhibition above about 50%;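 note: plate controls were vehicle with enzyme for no effect and no enzyme for full effect; many of its hits are not listed in these tables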
KCNK9 block: human KCNK9 channel inhibition | HEK293 KCNK9, FluxOR thallium flux fluorescence; hits give low values | actives 1.2% (n = 310,000) | B-score at 10 µM;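 active = ratio B-score over 3 SD below the library mean, with starting fluorescence within 5 SD of its mean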;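 note: negative B-score means less thallium flux so channel inhibition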
TMEM16A act: activates or potentiates the mouse TMEM16A chloride channel; HEK293 TMEM16A/YFP-H148Q/I152L, iodide quench fluorescence; hits give low values; Q8BHY3; B-score at 10 µM; actives 0.3% (n = 340,000);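 active = fluorescence-ratio B-score plate-corrected deviation score at least 3 library SD below zero, with starting fluorescence score within 5 deviations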;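 note: channel opened by trigger with iodide after compound preincubation; score built on the fluorescence ratio of max minus min over baseline; more negative score means more quench and so TMEM16A activation or potentiation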
KCNQ1 act: human KCNQ1 channel potentiation or activation. CHO-K1 KCNQ1, thallium flux FluxOR fluorescence; hits give high values. AID 2648. B-score at 10 µM. actives 0.35% (n = 310,000);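 active = fluorescence ratio B-score, a plate-corrected score, at least three library SD, with initial intensity B-score within 5 SD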
Target sequence (P51787 whole entry, looked up): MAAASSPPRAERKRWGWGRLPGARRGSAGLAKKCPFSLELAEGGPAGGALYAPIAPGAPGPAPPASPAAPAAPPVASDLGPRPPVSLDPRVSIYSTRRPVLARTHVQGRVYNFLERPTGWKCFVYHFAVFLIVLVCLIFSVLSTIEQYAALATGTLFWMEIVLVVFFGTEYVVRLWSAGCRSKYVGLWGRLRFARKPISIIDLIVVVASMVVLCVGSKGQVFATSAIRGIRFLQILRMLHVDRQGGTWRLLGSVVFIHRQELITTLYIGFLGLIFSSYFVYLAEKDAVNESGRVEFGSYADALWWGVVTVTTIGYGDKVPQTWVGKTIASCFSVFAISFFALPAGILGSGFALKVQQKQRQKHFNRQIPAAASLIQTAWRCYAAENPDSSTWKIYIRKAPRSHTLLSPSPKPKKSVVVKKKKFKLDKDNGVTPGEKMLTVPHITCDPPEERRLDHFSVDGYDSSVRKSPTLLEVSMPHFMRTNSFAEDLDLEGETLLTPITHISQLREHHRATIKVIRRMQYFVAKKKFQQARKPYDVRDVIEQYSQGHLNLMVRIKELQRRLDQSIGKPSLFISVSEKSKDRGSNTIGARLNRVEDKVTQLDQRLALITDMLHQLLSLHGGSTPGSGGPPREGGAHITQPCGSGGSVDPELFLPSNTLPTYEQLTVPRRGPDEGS
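assay system = CHO-K1 cells stably expressing KCNQ1 | medium = assay buffer, equal DMSO in all wells | timing = 37 °C overnight plating, 90-min dark dye load, 20-min compound pretreatment | measured by = kinetic FluxOR thallium fluorescence, 10-s 1-Hz baseline, 110-s post-stimulus read | measure = fluorescence change relative to baseline, converted to B score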
KCNQ1 inh: inhibitors of human KCNQ1 potassium channel; P51787; CHO-K1 KCNQ1, FluxOR thallium flux fluorescence; hits give high values; B-score at 10 µM; actives 1.3% (n = 310,000);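 active = compounds whose thallium flux B-score, printed positive for inhibition, exceeds three library SD while starting fluorescence stays within three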;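 note: channel opened by potassium depolarization with thallium stimulus after 20 min compound exposure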
KCNK3 block: human KCNK3 channel inhibition, primary screen; AID 602410; B-score at 10 µM; O14649; CHO-KCNK3 thallium flux, FluxOR fluorescence; hits give low values; actives 0.84% (n = 340,000);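 active = B-score under library mean minus 4 SD, starting fluorescence ratio at most library mean plus 5 SD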;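 note: more negative B-score means stronger inhibition of thallium flux through KCNK3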
TRPC4 agonist: activators of mouse TRPC4 channel; Q9QUQ5; HEK293 TRPC4beta/mu-opioid, Fluo4 calcium fluorescence; hits give high values; actives 0.49% (n = 310,000); B-score at 10 µM;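 active = B-score above 5 SD of library B-scores, and initial fluorescence ratio not above library mean plus 5 SD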;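 note: positive B-score marks a calcium rise read as TRPC4 activation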
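Material: HEK293 stable line with TRPC4beta plus mu-opioid receptor; technique: Fluo4 calcium-sensitive dye fluorescence, kinetic, 1 Hz baseline; timing: Fluo4 dye loading 45 min at room temperature, 110 s recording; controls: assay buffer as low control, maximal DAMGO as high control; read-out: integrated baseline-normalised fluorescence ratio, converted to per-well B score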
Numbers without * were called inactive; i = inactive; ? = inconclusive; . = no result given. Some of the compounds tested; count on the stated rates, not on these rows.

SMILES | ANO1 block | hERG rescue | HDAC3 inh | TRPC4 potent | DYRK1A inh | KCNK9 block | TMEM16A act | KCNQ1 act | KCNQ1 inh | KCNK3 block | TRPC4 agonist
O=C(NCC1CCCO1)C1CC(c2ccccc2Cl)=NO1 (configuration not stated) | i | -6 | -1 | i | -2 | i | i | i | i | i | i
COc1ccc(NC(=O)c2ccc(S(=O)(=O)N(C)C)cc2)cc1 | i | -5 | 1 | i | -2 | i | i | i | i | i | i
C=CCC12C=C(OC)C(=O)OC(OC)(C1O)[C@H](c1ccc3c(c1)OCO3)[C@H]2C (some centres not stated) | i | -3 | -5 | i | -3 | i | i | i | i | i | i
NS(=O)(=O)c1ccc(CCNC2CC(=O)N(Cc3ccccc3)C2=O)cc1 (configuration not stated) | i | -4 | 1 | i | -2 | i | i | i | i | i | i
O=C(NCCc1cccs1)C1CC(c2ccc([N+](=O)[O-])cc2)=NO1 (configuration not stated) | i | -5 | 15 | i | 3 | i | i | i | i | i | i
CN(C)S(=O)(=O)c1cccc(NC(=O)Cc2ccc(-c3ccccc3)cc2)c1 | i | -8 | -3 | i | 1 | i | i | i | i | i | i
O=c1[nH]c(C2CCCN(S(=O)(=O)c3ccc(F)cc3)C2)nc2c1nnn2Cc1ccccc1 (configuration not stated) | i | -3 | 5 | i | . | i | i | i | i | i | i
COc1cc(COc2ccc(-c3nnco3)cc2)ccc1OC(F)F | i | 0 | -11 | i | -5 | i | i | i | i | i | i
O=C(O)C1=C[C@@H](c2ccccc2)C[C@@H](OCCCCO)O1 | i | -6 | 2 | i | 34 | i | i | i | i | i | i
CCc1ccc2c(c1)C(c1cccs1)=NNC(c1cccnc1)=N2 | i | -20 | -3 | i | -1 | i | i | i | i | i | i
Cc1ccc(NC(=O)COC(=O)CCC(=O)c2ccc(C(C)(C)C)cc2)c([N+](=O)[O-])c1 | i | -7 | 13 | i | 0 | i | i | i | i | i | i
Cc1occc1C(=O)NCCc1ccc(Cl)cc1 | i | -17 | -3 | i | -1 | i | i | i | i | i | i
CC(C)C[C@@H](C(=O)NC1CC1)N1C(=O)N2CCc3c([nH]c4ccccc34)[C@@]2(C)C1=O | i | -3 | 0 | i | 9 | i | i | i | i | i | i
O=C(N/N=C/c1ccc2c(c1)OCO2)c1ccc2c(c1)OCO2 | i | -2 | -4 | i | -2 | i | i | i | i | i | i
Cc1noc(C)c1N=Nc1ccc(Br)cc1C(=O)O | i | -20 | 3 | i | 5 | i | i | i | i | i | i
COC(=O)CSc1nnc(CSc2nc(C)cc(C)n2)o1 | i | -13 | -1 | i | 19 | i | i | i | i | i | i
CC(NS(=O)(=O)c1ccc(OCC(=O)Nc2cccc([N+](=O)[O-])c2)cc1)c1ccccc1 (configuration not stated) | i | . | 1 | . | -3 | . | i | . | . | i | .
Cc1ccc2[nH]c3c(c2c1)CCCC3NCCO (configuration not stated) | i | -9 | -2 | i | 21 | i | i | i | i | i | i
O=C(CN1C(=O)NC2(CCCCC2)C1=O)NCCc1c[nH]c2ccccc12 | i | -9 | -4 | i | -10 | i | i | i | i | i | i
CN1C(=O)Cc2cc(S(=O)(=O)NCc3cccs3)ccc21 | i | -8 | 2 | i | 1 | i | i | i | i | i | i

Next part, overlapping the part above by 4 compounds.
SMILES | ANO1 block | hERG rescue | HDAC3 inh | TRPC4 potent | DYRK1A inh | KCNK9 block | TMEM16A act | KCNQ1 act | KCNQ1 inh | KCNK3 block | TRPC4 agonist
CC(NS(=O)(=O)c1ccc(OCC(=O)Nc2cccc([N+](=O)[O-])c2)cc1)c1ccccc1 (configuration not stated) | i | . | 1 | . | -3 | . | i | . | . | i | .
Cc1ccc2[nH]c3c(c2c1)CCCC3NCCO (configuration not stated) | i | -9 | -2 | i | 21 | i | i | i | i | i | i
O=C(CN1C(=O)NC2(CCCCC2)C1=O)NCCc1c[nH]c2ccccc12 | i | -9 | -4 | i | -10 | i | i | i | i | i | i
CN1C(=O)Cc2cc(S(=O)(=O)NCc3cccs3)ccc21 | i | -8 | 2 | i | 1 | i | i | i | i | i | i
O=C(Nc1nonc1-c1ccc(Cl)cc1)c1ccco1 | i | -3 | 0 | i | 2 | i | i | i | i | i | i
Cc1cc(C)c(S(=O)(=O)n2ccc3ccccc32)c(C)c1 | i | -7 | -4 | i | 0 | i | i | i | 9* | i | i
O=C(COC(=O)c1ccc(Cl)nc1)Nc1ccc2c(c1)OCO2 | i | -2 | 5 | i | . | i | i | i | i | i | i
CN(C(=O)CSc1nc2ccc([N+](=O)[O-])cc2s1)C1CCS(=O)(=O)C1 (configuration not stated) | i | -17 | 5 | i | 13 | i | i | i | i | i | i
CC(/C=N/n1c(COc2ccccc2)n[nH]c1=S)=C\c1ccco1 | i | -5 | 6 | i | . | i | i | i | i | i | i
O=C(Cc1ncc(C(F)(F)F)cc1Cl)NC1CC1 | i | -7 | 4 | i | . | i | i | i | i | i | i
Cc1ccccc1COC(=O)CCC1=NS(=O)(=O)c2ccccc2N1 | i | -9 | -2 | i | 2 | i | i | i | i | i | i
COCc1ccc(C(=O)NC2CCCc3c2cnn3-c2cc(C)cc(C)c2)s1 (configuration not stated) | . | -16 | . | i | -3 | i | i | i | i | i | i
CCOC(=O)C1CCN(C(=O)Cn2cc(C(=O)OC)c3ccccc32)CC1 | i | -1 | -8 | i | -5 | i | i | i | i | i | i
FC(F)(F)c1cnc(-c2cnc(-c3cccnc3)nc2)c(Cl)c1 | i | -5 | ? | i | -2 | i | i | i | i | i | i
O=[N+]([O-])c1ccc(C(=S)N2CCN(Cc3ccccc3)CC2)cc1 | i | -4 | 5 | i | -3 | i | i | i | i | i | i
Cc1oc2c(cc(NS(=O)(=O)c3ccc4c5c(cccc35)C(=O)N4)c3ccccc32)c1C(=O)OC(C)C | i | -11 | 8 | i | . | -7.6* | i | i | i | i | i
CCN(Cc1ccccc1)S(=O)(=O)c1c[nH]c(C(=O)OC)c1 | i | -5 | 2 | i | 5 | i | i | i | i | i | i
CCN1/C(=C/c2ccc3cc(C)ccc3[n+]2CC)Sc2ccccc21 | i | -37 | 19 | i | 5 | i | i | i | 17* | i | i
CN(C)CCCNC(=O)/C=C/c1ccc(OCc2c(F)cccc2Cl)cc1 | i | -19 | -1 | 16* | 4 | i | i | i | i | i | i
CCN(CC(=O)Nc1ccc2c(c1)OCCO2)C(=O)COc1ccc(C)cc1 | i | -3 | . | i | -7 | i | i | i | i | i | i
Cc1nc(SCC(=O)N2CCCCC2)c2c(C)c(C)sc2n1 | i | -10 | -5 | i | -2 | i | i | i | i | i | i
N#Cc1cccc(NC(=O)c2nc(-c3ccccc3)n(-c3ccccc3)n2)c1 | i | 7.1* | 4 | i | -4 | i | i | i | i | i | i
CCCn1nc2cc(C(=O)NCCCCc3ccccc3)ccc2c1OCC | i | -7 | -24 | i | 1 | i | i | i | i | i | i
O=C(Cc1csc(Nc2nc(=S)[nH]c3ccccc23)n1)NCCCN1CCN(c2ccccc2F)CC1 | i | -15 | -3 | i | 1 | i | i | i | i | i | i
COc1ccc(OC)c(NC(=O)CCN2CCN(C)CC2)c1 | i | -3 | -3 | i | 2 | i | i | i | i | i | i
O=C(Nc1c(-c2ccc(F)cc2)nc2ccccn12)c1ccc(F)cc1 | i | -5 | 8 | i | -1 | i | . | i | i | i | i
Cc1cc(C(=O)Nc2ccccc2C(=O)O)ccc1NC(=O)COc1ccccc1Cl | i | -1 | -8 | i | -4 | i | i | i | i | i | i
CCCn1c(SCC(=O)Nc2cccc(S(=O)(=O)N(C)C)c2)nc2ccccc2c1=O | i | -10 | . | i | -1 | i | i | i | i | i | i
COCCCN1CCN(C2Cc3ccccc3Sc3ccc(Cl)cc32)CC1 (configuration not stated) | i | -26 | 5 | i | 0 | i | i | i | i | i | i
CN(C(=O)Cn1nc(Cl)ccc1=O)C1CCCN(Cc2ccccc2F)C1 (configuration not stated) | i | -2 | 11 | i | -3 | i | i | i | i | i | i
Cc1cc(-c2ccccc2)nc2cc(C(N)=O)nn12 | i | -6 | -10 | i | 13 | i | i | i | i | i | i
CC(CNC(=S)Nc1cc(F)cc(F)c1)CSc1ccc(Cl)cc1 (configuration not stated) | 25* | -15 | 11 | i | 7 | i | i | i | 9* | -13* | i
COc1cc(Cl)c(C)cc1NC(=O)COC(=O)c1cnc(C)cn1 | i | -6 | 4 | i | 0 | i | i | i | i | i | i
O=C(C[n+]1cc(Br)cc(Br)c1)c1ccccc1 | i | -4 | -1 | i | 4 | i | i | i | i | i | i
CCN(CC)C(c1ccc(F)cc1)c1nnnn1CC1CCCO1 (configuration not stated) | i | -4 | -6 | i | -1 | i | i | i | i | i | i
O=C(N/N=C/c1c(F)cccc1Cl)C1CC1 | i | -2 | 1 | i | . | i | i | i | i | i | i
COC(=O)c1ccc(N2CCOCC2)c(F)c1 | i | -2 | -8 | i | 4 | i | i | i | i | i | i
CS(=O)(=O)N(CC(=O)N1CCCC1)Cc1ccc(Cl)c(Cl)c1 | i | -9 | -6 | i | -7 | i | i | i | i | i | i
Cc1nnc2sc(-c3ccco3)nn12 | i | -1 | 2 | i | 8 | i | i | i | i | i | i
COc1cccc(OC)c1C(=O)Nc1ccc(N2CCN(S(C)(=O)=O)CC2)cc1 | i | -5 | 1 | i | -2 | i | i | i | i | i | i
CCc1nnc(NC(=O)CSc2ccc(-c3ccccc3OC)nn2)s1 | i | -10 | -4 | i | . | i | i | i | i | i | i
O=C(Oc1cccc2cccnc12)c1ccc(N2C(=O)C3C4CCC(C4)C3C2=O)cc1 (configuration not stated) | i | -2 | -5 | i | 2 | i | i | i | i | i | i
CC1=CC(C)(C)N(S(=O)(=O)c2ccc(F)cc2)c2ccccc21 | 25* | -8 | 8 | i | 2 | i | i | i | i | i | i

Profiles as entered above. Order of values: ANO1 block	hERG rescue	HDAC3 inh	TRPC4 potent	DYRK1A inh	KCNK9 block	TMEM16A act	KCNQ1 act	KCNQ1 inh	KCNK3 block	TRPC4 agonist
`CCN(CC)C(c1ccc(F)cc1)c1nnnn1CC1CCCO1` (configuration not stated) reads i	-4	-6	i	-1	i	i	i	i	i	i
`COC(=O)c1ccc(N2CCOCC2)c(F)c1` reads i	-2	-8	i	4	i	i	i	i	i	i
